RAD52 anneal inh: RAD52 DNA annealing inhibitors, primary screen, biochemical, FRET, single point, set 2; DNA repair protein RAD52 homolog (Homo sapiens), P43351; recombinant RAD52 DNA annealing, FRET fluorescence; inhibition, % at 18.7 µM; 360,000 tested, 0.46% active; AID 651710, 2012;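 active = every replicate showing at least 50% inhibition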
RAD54 branch: inhibitors of human RAD54 branch migration, primary screen, biochemical, fluorescence, single point; AID 602329, 2012; inhibition, % at 10.4 µM; DNA repair and recombination protein RAD54-like (Homo sapiens), Q92698; RAD54 Holliday junction branch migration, FAM/BHQ fluorescence; 360,000 tested, 0.14% active;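 active = mean normalized replicate activity at least 40 and at least half of replicates scoring 40 or more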;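 note: 0% = median of neutral control wells and 100% = median of positive control wells; inhibitors cause a drop in the FAM fluorescence signal; in these data hits start at about 50%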
PglD DTNB: C. jejuni PglD acetyltransferase inhibitors, primary screen, biochemical, DTNB colorimetric, single point | 360,000 tested, 0.098% active | UDP-N-acetylbacillosamine N-acetyltransferase PglD (Campylobacter jejuni) | purified PglD enzyme, DTNB colorimetric CoA detection | inhibition, % at 12.5 µM; in the data active = inhibition above about 16%, passing the limit was not always enough; note: strong numbers were not always called active
ARNT-TACC3 inh: disruptors of ARNT/TACC3 protein interaction, primary screen, biochemical, AlphaScreen, single concentration; Transforming acidic coiled-coil-containing protein 3 (Homo sapiens), Q9Y6A5; AlphaScreen His-ARNT PAS-B/GST-TACC3 binding, luminescence; TACC3 fragment carries E629A point mutation; inhibition, % at 9.99 µM; 390,000 tested, 0.66% active; AID 623870, 2012;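 active = mean inhibition of replicates at least 50% and at least half of replicates each reaching 50%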;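 note: 0% = complete ARNT plus TACC3 wells and 100% = ARNT alone without TACC3; many hits fall short of the cut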
CASP6 VEID inh: human caspase-6 inhibitors, primary screen, biochemical, VEID-R110 fluorescence, single point, set 2. purified caspase-6, Z-VEID-R110 cleavage fluorescence. 350,000 tested, 0.53% active. AID 686996, 2013. P55212. inhibition, % at 12.5 µM;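 active = mean inhibition across replicates at least about 35%, with every replicate also reaching that limit, limit read from the data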;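 note: 0% = median of neutral control wells and 100% = no fluorescence left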
Target sequence (P55212 24-179 limits assumed): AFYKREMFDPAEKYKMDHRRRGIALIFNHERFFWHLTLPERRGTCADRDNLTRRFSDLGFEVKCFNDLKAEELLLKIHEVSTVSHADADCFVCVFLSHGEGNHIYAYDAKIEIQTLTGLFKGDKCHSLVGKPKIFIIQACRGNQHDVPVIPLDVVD
Target sequence (P55212 194-293 limits assumed): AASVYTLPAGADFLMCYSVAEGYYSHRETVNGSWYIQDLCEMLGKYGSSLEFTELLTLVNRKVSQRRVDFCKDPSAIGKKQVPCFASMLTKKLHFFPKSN
esBAF inh: Bmi1 luciferase reporter increase in mESCs, primary screen, esBAF inhibitor project, mouse ES cells, Bmi1 luciferase knock-in, single point; AID 602393, 2012; reporter increase, % at 12.5 µM; 350,000 tested, 2% active; 24 h; 100% = twice the neutral-well signal; in the data active = activation above about 40%;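 note: 0% = median of the plate's neutral control wells and 100% = double that signal; a rise in the Bmi1 reporter signal indicates esBAF inhibition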
ERp5 block: inhibitors of ERp5-driven insulin aggregation, primary screen, biochemical, turbidity, absorbance 650 nm, single point. AID 651711, 2012. 90 min. inhibition, % at 9.99 µM. 350,000 tested, 0.05% active. Protein disulfide-isomerase A6 (Homo sapiens), Q15084;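 active = mean replicate inhibition above about 25%, with every replicate also reaching it, limit read from the data, passing the limit was not always enough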
E-sel inducer: E-selectin induction in HUVECs, primary screen, imaging, HUVEC, immunofluorescence imaging, single point | P16581 | normalized: neutral wells 0, TNF-alpha wells 100 | activation, % at 7.58 µM | 260,000 tested, 0.37% active | AID 686992, 2013;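 active = mean E-selectin-positive cell signal at least 10% of the positive control, reached in at least 60% of replicates, without over 20% cell loss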;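 note: in these data hits start at about 27%; measured in HUVEC primary endothelial cells; signal is the percent of cells scored E-selectin positive by PE staining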
Target sequence (P16581 whole entry, looked up): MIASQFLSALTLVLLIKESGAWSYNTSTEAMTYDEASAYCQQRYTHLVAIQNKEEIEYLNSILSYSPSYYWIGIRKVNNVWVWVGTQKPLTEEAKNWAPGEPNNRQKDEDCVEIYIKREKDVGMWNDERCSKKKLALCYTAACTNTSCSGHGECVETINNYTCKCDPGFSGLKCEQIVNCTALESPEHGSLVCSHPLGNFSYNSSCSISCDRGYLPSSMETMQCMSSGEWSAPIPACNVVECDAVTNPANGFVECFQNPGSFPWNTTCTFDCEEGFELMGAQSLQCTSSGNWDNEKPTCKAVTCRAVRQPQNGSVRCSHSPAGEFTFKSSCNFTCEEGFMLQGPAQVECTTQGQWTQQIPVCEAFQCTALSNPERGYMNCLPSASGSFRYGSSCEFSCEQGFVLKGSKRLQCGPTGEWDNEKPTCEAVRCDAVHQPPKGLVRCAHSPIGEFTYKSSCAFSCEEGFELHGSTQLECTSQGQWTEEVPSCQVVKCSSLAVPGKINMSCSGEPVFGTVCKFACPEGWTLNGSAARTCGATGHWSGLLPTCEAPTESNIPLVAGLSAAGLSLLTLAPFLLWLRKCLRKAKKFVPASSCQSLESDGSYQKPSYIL
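Material: HUVEC primary endothelial cells; Amount: 3,000 cells per well; Dosing: single concentration; Medium: EGM-2 growth medium on 0.1% gelatin-coated wells; Read-out basis: percent E-selectin-positive cells; Signal: immunofluorescence imaging; Control set: TNF-alpha, DMSO.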
An asterisk follows results filed as active; · = no result given; & = joins results of further samples. Hits appear at their usual frequency. About 3.2% of those tested had a hit in this group.

structure,RAD52 anneal inh,RAD54 branch,PglD DTNB,ARNT-TACC3 inh,CASP6 VEID inh,esBAF inh,ERp5 block,E-sel inducer
O=S(=O)(Nc1ncccn1)c1ccc(NC(=S)N2CCN(Cc3ccc(F)cc3Cl)CC2)cc1,-5,4,0,-4,2,7,2,0.0
COc1ccc(-c2cnc3c(NC(C)=O)cc(-c4ccc(C(=O)N5CCOCC5)cc4)cn23)cc1OC,11,4,-2,·,7,0,4,-0.2
CC(C)C(C)NC(=O)COC(=O)C1CCN(S(=O)(=O)c2ccc3c(c2)OCCO3)CC1 (stereo unspecified),-4,·,·,-1,-3,-2,1,·
CCc1noc(C)c1C(=O)Nc1cc(S(=O)(=O)N2CCOCC2)ccc1OCC(F)(F)F,-8,2,4,-2,-4,·,-7,-0.1
COCc1nnc(NC(=O)c2cc(C(=O)OC)cc([N+](=O)[O-])c2)s1,-2,·,·,-12,5,·,7,1.3
C[C@@H]1CCCCO[C@H](CN(C)Cc2ccccc2)[C@@H](C)CN([C@H](C)CO)C(=O)c2cc(NC(=O)Cc3ccccc3)ccc2O1,16,-2,2,-2,-4,-2,-1,·
O=c1oc2c(CN3CCOCC3)c(O)ccc2c2c1CCC2,·,-8,4,-10,·,1,·,·
COc1ccccc1N1CCN(CCC(=O)Nc2cccc(F)c2)CC1,2,-2,17,·,1,0,4,0.1
CN(C)C(=O)c1ccc(-c2ccc([C@H]3[C@@H](CO)N4CCCCN(CCC(F)(F)F)C[C@H]34)cc2)cc1,5,-6,-5,3,2,11,-2,-0.2
C=CC[C@H](CC(=O)OC(C)(C)C)C(=O)OC[C@@H]1CCCN1C(=O)[C@H](CC=C)CC(=O)N[C@H](CO)Cc1ccccc1,12,-16,7,-4,-3,1,-4,0.6
C#CCOCCOCCOCCNc1nc(N2CCN(C(=O)CCCCCCCCCCNC(=O)[C@H](CCCCN)n3cc(CCCC(=O)O)nn3)CC2)nc(N2CCN(C(=O)CCCCCCCCCCNC(=O)[C@H](CCCN=C(N)N)n3cc(C[C@@H](C)CC)nn3)CC2)n1,·,1,7,20,·,-14,·,·
Cn1c(C(=O)NCCN2CCN(Cc3ccccc3)CC2)cc2c(=O)n(C)c3ccccc3c21,11,41,2,·,-5,-5,6,0.2
O=C(N[C@@H](Cc1cccnc1)C(=O)N1CCC[C@H]1C(=O)NCCc1ccccc1Cl)c1ccc(Cl)cc1Cl,10,·,·,·,3,·,3,0.1
CC(C)CNC1=CC(=O)CC(c2ccco2)C1 (stereo unspecified),·,-14,1,9,·,-4,·,·
O=C(COC(=O)C1CCN(S(=O)(=O)c2ccc3c(c2)OCCO3)CC1)NC1CCCCC1,-4,·,·,-2,2,1,8,·
CC1(Cc2ccc(C(F)(F)F)nc2)C(=O)Nc2cc(-c3ccccc3Cl)ccc21 (stereo unspecified),-18,-1,-1,·,1,-5,6,-0.1
CCOCCCNC(=S)N1CCCN(c2nc3cc(C)c(C)cc3cc2C#N)CC1,-50,·,·,-7,0,·,-1,·
C/C(CC(=O)Nc1cccc(F)c1)=N\NC(=O)C(=O)NC1CCCCC1,-25,·,·,-4,-1,·,4,·
O=C(NCCCN1CCOCC1)[C@@H]1[C@@H](CO)[C@@H]2Cn3c(ccc(C4=CCCCC4)c3=O)[C@H]1N2,1,1,1,5,-39,3,3,-0.3
COc1ccc(N2C(=O)C(CC(=O)Nc3ccccc3)N(Cc3ccccn3)C2=S)cc1 (stereo unspecified),-14,-3,-6,3,6,0,3,0.2
COc1ccc(NC(=O)N(C)C[C@@H]2Oc3c(NC(=O)C4CCOCC4)cccc3C(=O)N([C@H](C)CO)C[C@H]2C)cc1,6,-4,5,2,4,0,-3,0.3
COCC(=O)Nc1ccc2c(c1)OC[C@@H](C)N(C(=O)Cc1ccccn1)C[C@H](C)[C@@H](OC)CN(C)C2=O,-11,-2,-1,7,1,2,4,0.0
CS(=O)(=O)N1[C@H](C#N)[C@@H](c2ccccc2)[C@@H]1CO,-14,0,4,7,1,-2,-9,-0.1
Cc1nc2scc(-c3ccc(Cl)cc3)c2c(=O)o1,·,-3,2,-5,·,-2,·,·
COc1cc(NC(=O)CSc2nc(=O)n(CCCN3CCOCC3)c3c2CCC3)cc(OC)c1,12,-11,-6,0,-4,·,0,·
CCN(CC)c1ccc(NC(=O)Cn2nnc(-c3cccc(OC)c3OC)n2)c(C)c1,·,-4,1,-12,·,0,·,·
CC1CC(NC(=O)Cc2ccc(Br)cc2)CC(C)(C)C1 (stereo unspecified),·,-4,0,0,·,-11,·,·
COc1ccc(-c2csc(C(C)(O)c3ccc(F)c(F)c3)n2)cn1 (stereo unspecified),-4,-11,0,·,3,-8,-1,0.1
C[C@H](CO)N1C[C@H](C)[C@H](CN(C)Cc2ccncc2)Oc2ncc(Br)cc2C1=O,-12&2&1,10&-2&-12,-2&1&-1,-8&-5,-2&3&0,3&7&-2,2&-1&-2,-0.7&-0.5
Cc1noc(C)c1NC(=O)N(C)C[C@H]1Oc2c(NC(=O)c3cnccn3)cccc2C(=O)N([C@@H](C)CO)C[C@@H]1C,2,-7,0,0,1,-3,-6,0.0
Cc1cccc(C)c1NC(=O)CN1CCCC1,-9,·,·,-2,2,-9,2,-0.2
CCCNC(=O)N1C[C@@H]2[C@H](c3ccccc31)[C@H](CO)N2Cc1ccccc1F,-2,9,-5,-1,-2,-4,17,-0.2
COC(=O)C[C@@H]1C=C[C@@H](NS(=O)(=O)c2ccccc2OC)[C@@H](CO)O1,-1,·,·,·,3,·,0,4.6
C[C@@H]1CN([C@@H](C)CO)C(=O)c2cccc(NC(=O)CCCCCC(=O)Nc3ccccc3N)c2O[C@H]1CN(C)S(=O)(=O)c1cn(C)cn1,-7,·,·,·,-1,·,-5,105*
Cc1cccc(NC(=O)CNC(=O)c2ccc3c(c2)OCO3)n1,2,7,-2,-5,-1,1,-2,0.3
CNC(=O)c1ccccc1NC(=O)c1ccc(C)c(S(=O)(=O)N2CCCCC2)c1,·,-2,-4,5,·,8,·,·
C[C@H](CO)N1C[C@H](C)[C@@H](CN(C)CC2CCCCC2)OCCCC[C@H](C)Oc2ccc(NS(C)(=O)=O)cc2C1=O,-6,3,2,-4,0,3,-2,0.2
COCC(=O)N1CC2(C1)[C@@H](c1ccc(-c3cccc(F)c3)cc1)[C@@H](CO)N2C(=O)COC,-8,·,·,·,8,·,17,0.0
Cc1cc(C)cc(CC(=O)N2CCC2(C)C(=O)NS(=O)(=O)c2ccc(C(C)(C)C)cc2)c1 (stereo unspecified),-8,5,-1,·,-2,0,-2,0.3
COc1ccc(NC(=O)Nc2ccc3c(c2)C(=O)N([C@H](C)CO)C[C@@H](C)[C@H](CN(C)C(=O)Nc2ccccc2)OCCCC[C@@H](C)O3)cc1,-3,-16,-2,7,0,-3,0,·
C=CCNC(=O)c1nn2cccnc2c1Cl,·,8,2,-7,·,-5,·,·
Cc1cccc(-c2cnc(C(O)c3ccc(F)c(C)c3)[nH]2)c1 (stereo unspecified),-16,1,-4,·,1,-3,-8,-0.2
CC(C)C[C@H]1CN([C@@H](CC(C)C)CN2CCC[C@@H]2CN2C(=S)NC[C@@H]2Cc2ccc(O)cc2)C(=S)N1CCc1ccccc1,35,-6,-5,·,0,2,3,-0.3
COc1ccc(N(CC(=O)Nc2ccc(F)c(F)c2)S(=O)(=O)c2c(C)n[nH]c2C)cc1,-18,-5,-5,-3,8,-8,2,·
OC[C@H]1[C@H](c2ccc(-c3cccnc3)cc2)[C@H]2CN(CC3CC3)CCCCN21,-15,5,2,7,1,0,-6,-0.1
CO[C@H]1CN(C)C(=O)c2cc(NS(C)(=O)=O)ccc2OC[C@@H](C)N(C(=O)C2CC2)C[C@H]1C,1,8,-3,1,-3,3,-3,-0.2

Gathered by group, the compounds so far with an aryl methoxy group (ten)
structure,RAD52 anneal inh,RAD54 branch,PglD DTNB,ARNT-TACC3 inh,CASP6 VEID inh,esBAF inh,ERp5 block,E-sel inducer
COc1ccc(-c2cnc3c(NC(C)=O)cc(-c4ccc(C(=O)N5CCOCC5)cc4)cn23)cc1OC,11,4,-2,·,7,0,4,-0.2
COc1ccccc1N1CCN(CCC(=O)Nc2cccc(F)c2)CC1,2,-2,17,·,1,0,4,0.1
COc1ccc(N2C(=O)C(CC(=O)Nc3ccccc3)N(Cc3ccccn3)C2=S)cc1 (stereo unspecified),-14,-3,-6,3,6,0,3,0.2
COc1ccc(NC(=O)N(C)C[C@@H]2Oc3c(NC(=O)C4CCOCC4)cccc3C(=O)N([C@H](C)CO)C[C@H]2C)cc1,6,-4,5,2,4,0,-3,0.3
COc1cc(NC(=O)CSc2nc(=O)n(CCCN3CCOCC3)c3c2CCC3)cc(OC)c1,12,-11,-6,0,-4,·,0,·
CCN(CC)c1ccc(NC(=O)Cn2nnc(-c3cccc(OC)c3OC)n2)c(C)c1,·,-4,1,-12,·,0,·,·
COc1ccc(-c2csc(C(C)(O)c3ccc(F)c(F)c3)n2)cn1 (stereo unspecified),-4,-11,0,·,3,-8,-1,0.1
COC(=O)C[C@@H]1C=C[C@@H](NS(=O)(=O)c2ccccc2OC)[C@@H](CO)O1,-1,·,·,·,3,·,0,4.6
COc1ccc(NC(=O)Nc2ccc3c(c2)C(=O)N([C@H](C)CO)C[C@@H](C)[C@H](CN(C)C(=O)Nc2ccccc2)OCCCC[C@@H](C)O3)cc1,-3,-16,-2,7,0,-3,0,·
COc1ccc(N(CC(=O)Nc2ccc(F)c(F)c2)S(=O)(=O)c2c(C)n[nH]c2C)cc1,-18,-5,-5,-3,8,-8,2,·

High-throughput results from PubChem BioAssay.
